RSV antiviral HEp-2 = RSV antiviral activity via CPE protection, HEp-2 cells, primary 10 µM value included (AID 2391) | HEp-2 cells, RSV-induced CPE inhibition; higher % means a stronger effect | CPE inhibition, % at 10 µM, or IC50 in µM where a hit was titrated | 310,000 compounds, 0.13% hits; in the data active = a potency from the dose series; inconclusive = CPE inhibition mostly from about 23% at the one dose, without a potency; inactive = the rest, 99 in 100 with CPE inhibition below about 21%; note: strong numbers were not always called active
ER stress rescue = rescue of cells from ER stress-induced death, primary screen, 384-well, CSM14.1, thapsigargin, ATP luminescence (AID 1222); CSM14.1 thapsigargin-induced death rescue, ATP luminescence; higher % means a stronger effect; one-dose cellular ATP content (survival), % at 20 µM; EC50 in µM for titrated hits; 190,000 tested, under 10 active;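 active = EC50 below 50 µM in the dose-response confirmation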;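 note: death triggered by thapsigargin at about 15 µM added after 2 h compound pretreatment; cell ATP read after overnight thapsigargin exposure of roughly 18 to 22 hours; normalized against plate controls of thapsigargin alone and 5% DMSO vehicle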
Ins promoter up = insulin promoter activators in MIN6 cells, imaging, high-content screening, mouse beta cells; MIN6 insulin promoter-GFP reporter; active compounds read high; z-score at 5 µM; 190,000 compounds, 0.3% hits;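 active = z-score above 3 at 5 µM with at least 500 cells counted in the well; inconclusive = wells under 500 cells, flagged as cytotoxic or low count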
TNAP activators = human TNAP enzyme activators, primary screen, biochemical, luminescent, no phosphate acceptor, uHTS (AID 1001). activation fold at 20 µM, or EC50 in µM where a hit was titrated. 200,000 compounds, 0.03% hits. Alkaline phosphatase, tissue-nonspecific isozyme (Homo sapiens). purified TNAP, luminescent activation assay, no phosphate acceptor; higher activation fold means a stronger effect; in the data active = activation fold from about 3, or a potency from the dose series; inactive = the rest, 99 in 100 with activation fold below about 1.6; note: many of its hits are not listed in these tables
human PMI inhibitors = human PMI inhibitors, high substrate, primary screen, biochemical, fluorescence intensity, high mannose 6-phosphate (AID 1220); one-dose inhibition, % at 20 µM; IC50 in µM for titrated hits; recombinant PMI enzyme, coupled fluorescence intensity; higher % means a stronger effect; 190,000 compounds, 0.66% hits
West Nile virus CPE = West Nile virus antiviral activity, cell-based, CPE readout (AID 1621); West Nile virus-infected cells, CPE inhibition; higher % means a stronger effect; 290,000 compounds, 0.02% hits; one-dose CPE inhibition, % at 10 µM; IC50 in µM for titrated hits; in the data active = a potency from the dose series; inconclusive = CPE inhibition mostly from about 3.7% at the one dose, without a potency; inactive = the rest, 99 in 100 with CPE inhibition below about 2.2%; note: strong numbers were not always called active
Large T inhibition = SV40 large T antigen inhibitors, biochemical (AID 1903); SV40 large T antigen ATPase/helicase inhibition assay; higher % means a stronger effect; one-dose inhibition, % at 20 µM; IC50 in µM for titrated hits; 310,000 compounds, 0.39% hits; in the data active = a potency from the dose series; inconclusive = inhibition mostly from about 32% at the one dose, without a potency; inactive = the rest, 99 in 100 with inhibition below about 32%; note: strong numbers were not always called active
Salmonella PhoP GFP = inhibitors of PhoP regulon expression, primary screen, Salmonella Typhimurium, GFP reporter (AID 1863); S. Typhimurium PhoP-regulated promoter GFP reporter, 4 h; higher % means a stronger effect; one-dose inhibition, % at 50 µM; IC50 in µM for titrated hits; 300,000 compounds, 0.16% hits;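 active = inhibition over 29.93%, a cutoff 3 SD above the screen mean, later confirmed by dose response; inconclusive = inhibition over 29.93% but no dose response follow-up; inactive = inhibition at most 29.93% or unconfirmed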;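 note: 0% = low Mg2+ inducing control and 100% = high Mg2+ repressing control; strong numbers were not always called active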
PMI inhibitors = inhibitors of human PMI, primary screen, biochemical, fluorescence intensity, coupled assay (AID 1209) | Mannose-6-phosphate isomerase (Homo sapiens) | purified PMI enzyme, coupled fluorescence intensity; higher % means a stronger effect | inhibition, % at 20 µM; hits with a dose series show IC50 in µM | 190,000 compounds, 0.42% hits;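 note: plate controls were DMSO vehicle for no effect and wells lacking substrate for full effect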
Ins promoter up cell count = also measured in Ins promoter up; calls as there; cell count; measured here: cytotoxicity, nuclei count;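 total cells summed across four imaged fields per well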
Active calls of the source: *; u = inconclusive; x = no result given. Cut-off read from the data, not from the text of the source, unless noted: active = inhibition above about 50%; inactive = the rest.

The line under a structure holds: RSV antiviral HEp-2	ER stress rescue	Ins promoter up	Ins promoter up cell count	TNAP activators	human PMI inhibitors	West Nile virus CPE	Large T inhibition	Salmonella PhoP GFP	PMI inhibitors
- Cc1cc(C(=O)NNC(=S)NCc2ccccc2)cs1
 : 2.7%	-1.1%	0.01	1138	2.6	2.3%	0.8%	28.2%	2.2%	-2.8%
- CCC1C/C(=C/c2cccs2)C(=O)/C(=C/c2cccs2)C1 (stereo not given)
 : 8.9%	-2.1%	-0.26	1302	1	10.1%	-1.1%	4.2%	0.3%	13.3%
- O=C1c2ccccc2C(=O)N1c1ncccn1
 : 2.3%	-2.2%	0.32	1052	1.1	1.9%	0.2%	7.0%	-6.9%	6.3%
- CC(=O)N[C@H](Cc1c[nH]c2ccccc12)C(=O)O
 : 0.0%	x	x	x	x	x	0.6%	19.1%	-6.3%	x
- O=C(CC(c1ccccc1)c1ccccc1)NCC(O)c1ccc([N+](=O)[O-])cc1 (stereo not given)
 : 0.7%	x	x	x	x	x	0.1%	3.2%	-4.0%	x
- Cn1cnnc1SCC(=O)Nc1sc2c(c1C#N)CCCCC2
 : u	-1.4%	-0.25	931	1	22.6%	-0.6%	4.0%	-0.9%	14.9%
- CCOC(=O)c1c(C)[nH]c(C(=O)CSc2ccccc2)c1C
 : 0.7%	0.0%	0.52	1159	1.2	-1.4%	-0.1%	18.2%	6.5%	-4.8%
- Cc1ccc(-n2c(C)c(C)c3c(NCCO)ncnc32)cc1
 : 1.7%	x	x	x	x	x	0.6%	8.0%	-1.3%	x
- CCCN=C(Nc1ccc(Cl)cc1)c1cccnc1
 : -2.3%	-1.7%	-0.2	1436	1	-5.0%	-0.7%	10.5%	1.3%	-1.3%
- CCNC(=S)N1CCC(c2nc3cc(C)c(C)cc3[nH]2)CC1
 : 1.8%	-3.6%	-0.19	1481	1	4.2%	-0.2%	-1.6%	4.4%	8.9%
- Cc1cc(SC2CCOC2=O)nc2ccccc12 (stereo not given)
 : 3.6%	-0.5%	-0.17	1285	1.1	-53.8%	0.9%	19.5%	0.1%	-50.2%
- CC(=O)Nc1ccc(S(=O)(=O)N(c2cccnc2)S(=O)(=O)c2ccc(NC(C)=O)cc2)cc1
 : 0.5%	0.7%	-0.57	1380	1.1	-5.2%	0.5%	4.6%	0.1%	-4.4%
- CCN1C(=O)c2cccc3c(S(=O)(=O)NCc4ccccn4)ccc1c23
 : -0.3%	-4.1%	0.37	960	1.1	-3.8%	-0.1%	-9.5%	2.2%	-4.3%
- Cc1ccc2nsnc2c1NC(=S)NC(=O)c1ccco1
 : 0.8%	-0.2%	-0.07	1364	1.2	32.8%	-0.1%	2.8%	-10.9%	14.8%
- COC(=O)C(Cc1ccccc1)P(=O)(c1ccccc1)c1ccccc1 (stereo not given)
 : 0.2%	-2.6%	0.54	1387	1	-9.8%	-0.9%	-3.0%	6.2%	-16.3%
- CC(C1CC2CCC1C2)n1c(-c2ccco2)n[nH]c1=S (stereo not given)
 : -0.3%	x	-0.3	1375	1.4	13.3%	-0.2%	9.1%	-2.1%	18.8%
- Nc1c(S(=O)(=O)c2ccccc2)c2nc3ccccc3nc2n1/N=C/c1ccco1
 : 2.4%	-1.5%	-1.48	1055	1.1	18.8%	-0.7%	7.0%	22.5%	21.2%
- COc1ccc2c(c1)c(=O)c(C(=O)c1ccccc1)cn2Cc1ccccc1
 : 1.9%	-3.7%	0.68	1126	1	-3.5%	x	-10.8%	2.7%	-7.8%
- Cn1cc([C@@H]2C[C@H]3CN(Cc4cccc(Cl)c4)C(=O)[C@]34CCCN24)c(-c2ccccc2)n1
 : 2.3%	11.6%	-0.25	1708	1	5.8%	-1.3%	0.3%	-4.1%	13.2%
- COc1ccc(N2C(=O)CC(Sc3nccc(C)n3)C2=O)cc1 (stereo not given)
 : 1.8%	-0.9%	0.26	947	1.1	-2.7%	x	0.4%	6.0%	-7.7%
- CCN(CC)C(=O)CN1C(=O)/C(=C/c2ccccc2)SC1=S
 : 3.4%	x	0.11	965	x	x	2.6%	4.8%	-2.5%	x
- COC(=O)c1cc(NS(=O)(=O)c2ccc(N3CCOCC3)c(NC(C)=O)c2)cc(C(=O)OC)c1
 : 1.7%	0.8%	-0.3	1476	1.1	-5.3%	0.0%	-2.2%	-1.2%	-3.3%
- COc1ccc(-c2nnn(CC(=O)NCCc3ccc(OC)c(OC)c3)n2)cc1
 : 2.2%	-0.5%	-0.3	1473	1.2	9.1%	0.2%	8.2%	-3.8%	9.0%
- O=C(/C=C/c1ccccc1)Nc1nc(-c2ccncc2)cs1
 : 19.9%	x	-0.04	1058	1.1	-0.7%	-0.5%	2.2%	1.0%	-7.5%
- CNc1nc2c(c(=O)[nH]c(=O)n2C)n1CCOC
 : x	0.8%	1.1	1359	1.1	4.8%	0.1%	-5.7%	-0.2%	4.7%
- CCOC(=O)Cn1cc(C(=O)C2CC2)c2ccccc21
 : 1.5%	0.9%	-0.49	1699	1.2	-4.1%	-0.2%	6.2%	0.8%	-10.7%
- O=C(CCNC(=O)c1ccccc1Cl)Nc1ccncc1
 : 1.0%	x	x	x	x	x	-0.3%	15.2%	1.7%	x
- CCOC(=O)C(/C=N/c1cc(C)nn1-c1ccccc1)=C(\C)O
 : 0.4%	-0.1%	-0.69	878	1.2	0.5%	1.2%	8.5%	7.3%	0.9%
- COC(=O)c1ccc(CSc2nc3ccccc3c(=O)n2C)o1
 : 1.1%	x	x	x	x	x	0.5%	2.5%	6.6%	x
- CCOC(=O)c1ccc(NC(=O)NS(=O)(=O)c2ccc(C)cc2)cc1
 : 0.5%	-0.1%	0.72	1148	1	6.5%	0.3%	8.7%	1.0%	6.2%
- S=C(NCCCN1CCOCC1)N1CCN(c2cccc(Cl)c2)CC1
 : 17.1%	x	x	x	x	x	-0.9%	18.3%	-1.5%	x
- O=C(NCC1COCCO1)C1CCN(S(=O)(=O)c2ccccc2)CC1 (stereo not given)
 : 0.6%	-2.1%	-0.05	1778	1	-0.4%	-0.4%	0.5%	-6.9%	1.6%
- O=C(COc1nc2ccccc2nc1N1CCOCC1)NC1CCCCC1
 : 1.1%	-1.9%	0.09	1406	1.1	-27.7%	-0.5%	10.0%	13.4%	-19.1%
- CC(C)[C@H](NC(=O)c1ccc(Cl)c([N+](=O)[O-])c1)C(=O)NCc1ccc(F)cc1
 : 0.9%	-2.0%	-0.26	1329	1	-3.9%	-0.8%	4.0%	-12.6%	1.2%
- Nc1c(C(=O)NCc2cccnc2)sc(=S)n1-c1ccccc1
 : 0.9%	-0.1%	0.59	944	1.2	1.2%	1.3%	12.8%	14.2%	24.6%
- COc1ccc(Cl)cc1NC(=O)Nc1cc(C)on1
 : 8.7%	x	x	x	x	x	0.1%	-4.8%	-0.2%	x
- CCCn1c(SCC(=O)c2ccc(CC)cc2)n[nH]c1=O
 : x	-1.6%	-0.49	1375	1	-3.5%	-0.3%	13.0%	15.2%	-3.9%
- COc1ccc2[nH]cc(CCNC(=O)COc3ccc4ccc(=O)oc4c3)c2c1
 : 3.7%	x	x	x	x	x	-0.1%	5.0%	2.8%	x
- CN(CCC(=O)Nc1cc(S(=O)(=O)N(C)C)ccc1Cl)CC(=O)Nc1ccc(F)cc1
 : 2.3%	x	x	x	x	x	-0.8%	1.2%	1.3%	x
- COc1ccc(NC(=O)Cc2nnc(SCC(=O)Nc3ccc(F)cc3)n2C)cc1
 : 2.0%	x	x	x	x	x	0.2%	5.0%	-2.2%	x
- Cc1cc(C)n2nc(SCC(=O)N(Cc3ccccc3)C3CCS(=O)(=O)C3)nc2n1 (stereo not given)
 : -1.2%	-0.9%	0.2	1595	0.9	-0.7%	0.9%	5.1%	-7.4%	-9.5%
- CC1CN(c2ccc(C(F)(F)F)cc2[N+](=O)[O-])CCN1S(C)(=O)=O (stereo not given)
 : 11.3%	1.3%	-0.14	1392	1	-6.8%	-1.9%	4.9%	-1.6%	6.4%
- O=C(Nc1ccc(Cl)cc1C(=O)N1CCCC1)c1cccc([N+](=O)[O-])c1
 : 0.9%	-2.8%	0.9	1545	1	7.4%	-0.7%	2.2%	3.7%	2.5%
- COc1ccc(C2C3C(C)=NN=C3CC(C)(O)C2C(C)=O)cc1 (stereo not given)
 : 0.7%	-4.0%	0.03	1358	1.1	-9.3%	-0.2%	9.8%	6.8%	-9.6%
- CCOc1ccc(NC(=O)CN(C)C(=O)C2CCN(c3ncnc4sc(C)c(C)c34)CC2)cc1OCC
 : 16.4%	x	x	x	x	x	0.8%	-13.3%	0.2%	x
- CC(OC(=O)c1cc2sccc2n1C)C(=O)NC(C)(C)C (stereo not given)
 : -0.5%	-1.2%	0.29	1396	1.1	-10.9%	-0.9%	0.9%	-11.3%	-1.0%
- O=C(Nc1ccc(OC(F)(F)F)cc1)C1CCCN(S(=O)(=O)c2cccnc2)C1 (stereo not given)
 : 5.0%	-1.2%	-0.46	961	1.1	15.5%	-0.5%	1.6%	-2.7%	13.5%
- O=C(c1cnc2n(c1=O)CCS2)N1CCc2ccccc21
 : -0.4%	-1.7%	0.88	1138	1.1	-9.7%	0.0%	1.3%	5.8%	-8.1%
- COc1ccc(Oc2ccccc2C#N)cc1
 : 0.5%	-0.7%	0.15	1682	1	4.7%	-0.2%	4.1%	-8.3%	0.4%
- NCCCC(=O)N1c2ccccc2Sc2ccc(Cl)cc21
 : 0.7%	x	x	x	x	x	0.1%	23.0%	9.1%	x
- Cc1cc(C(=O)CSc2nnc(-c3cccc(F)c3)n2N)c(C)n1Cc1ccc2c(c1)OCO2
 : 2.5%	-1.6%	-0.08	1773	1	16.4%	-0.9%	3.5%	-9.9%	12.1%
- COc1ccc(NC(=O)CSc2nc3c(c(=O)n2-c2ccc(F)cc2)SCC3)c(OC)c1
 : 3.0%	-1.4%	-0.8	1968	1.1	5.9%	-0.2%	1.2%	-2.7%	11.7%
- O=C(CN(CC1CCCO1)C(=O)CNS(=O)(=O)c1ccc(F)cc1)NCCc1ccccc1 (stereo not given)
 : 0.8%	x	x	x	x	x	-0.4%	16.7%	4.5%	x
- O=C(Nc1nc(-c2ccc3c(c2)OCCO3)cs1)C1CCCC1
 : 38.2%	-0.2%	-0.74	1372	1.1	10.3%	0.3%	2.8%	-8.6%	-8.2%

Screens as filed in PubChem BioAssay.
